From PubChem BioAssay
IL2 activator = activates IL-2 in a cell-based reporter assay. IL-2 activation reporter assay, cell-based qHTS; stimulated with anti-CD3/CD4/CD28 beads; in transgenic mouse T cells. 0.065% of 360,000 active. activation, % (series mostly up to about 46 µM); in the data active means activation above about 50%; inconclusive means mostly about 30% to 49%; further: 0% is about no effect
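Unstimulated transgenic mouse T cells; 60-min compound exposure; bead-based TCR/CD4/CD28 stimulation; 18 h culture, 37 degrees C; dual fluorescence (EGFP, DsRed) plate cytometry.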
EPAC1 agonist = EPAC1 (human) agonism; EPAC1 agonist qHTS, biochemical assay; response scale: 100% = response to 6.5 mM cAMP; O95398; Potency, µM (doses to about 154 µM), without a hit: top-dose activation, actives largely listed as activators; 0.073% of 360,000 active; AID 720707; further: potency means the concentration at half of the fitted maximal effect; nearly all actives have a fitted effect of over 60% in size
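Fluorescent GDP-exchange assay: 100 nM EPAC1 with 250 nM Rap1B preloaded with BODIPY-GDP and 50 uM GDP; compounds tested as concentration series, 5 min at room temperature, then read every 5 min for 30 min (ex 480/em 540 nm); normalized to 6.5 mM cAMP.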
WRN helicase inh = blocks human WRN helicase; Q14191; WRN helicase unwinding, fluorescent forked duplex, kinetic; Potency, µM (series often up to 114 µM), without a hit: at the highest dose activity change, negative = inhibition, hits mostly inhibitors; 0.46% of 360,000 active; AID 651768; further: potency means the concentration at half of the fitted maximal effect; on the % scale 0 is the no-effect control and ±100 the full control effect; nearly all actives have a fitted effect of over 55% in size
Target sequence (Q14191 whole entry, looked up): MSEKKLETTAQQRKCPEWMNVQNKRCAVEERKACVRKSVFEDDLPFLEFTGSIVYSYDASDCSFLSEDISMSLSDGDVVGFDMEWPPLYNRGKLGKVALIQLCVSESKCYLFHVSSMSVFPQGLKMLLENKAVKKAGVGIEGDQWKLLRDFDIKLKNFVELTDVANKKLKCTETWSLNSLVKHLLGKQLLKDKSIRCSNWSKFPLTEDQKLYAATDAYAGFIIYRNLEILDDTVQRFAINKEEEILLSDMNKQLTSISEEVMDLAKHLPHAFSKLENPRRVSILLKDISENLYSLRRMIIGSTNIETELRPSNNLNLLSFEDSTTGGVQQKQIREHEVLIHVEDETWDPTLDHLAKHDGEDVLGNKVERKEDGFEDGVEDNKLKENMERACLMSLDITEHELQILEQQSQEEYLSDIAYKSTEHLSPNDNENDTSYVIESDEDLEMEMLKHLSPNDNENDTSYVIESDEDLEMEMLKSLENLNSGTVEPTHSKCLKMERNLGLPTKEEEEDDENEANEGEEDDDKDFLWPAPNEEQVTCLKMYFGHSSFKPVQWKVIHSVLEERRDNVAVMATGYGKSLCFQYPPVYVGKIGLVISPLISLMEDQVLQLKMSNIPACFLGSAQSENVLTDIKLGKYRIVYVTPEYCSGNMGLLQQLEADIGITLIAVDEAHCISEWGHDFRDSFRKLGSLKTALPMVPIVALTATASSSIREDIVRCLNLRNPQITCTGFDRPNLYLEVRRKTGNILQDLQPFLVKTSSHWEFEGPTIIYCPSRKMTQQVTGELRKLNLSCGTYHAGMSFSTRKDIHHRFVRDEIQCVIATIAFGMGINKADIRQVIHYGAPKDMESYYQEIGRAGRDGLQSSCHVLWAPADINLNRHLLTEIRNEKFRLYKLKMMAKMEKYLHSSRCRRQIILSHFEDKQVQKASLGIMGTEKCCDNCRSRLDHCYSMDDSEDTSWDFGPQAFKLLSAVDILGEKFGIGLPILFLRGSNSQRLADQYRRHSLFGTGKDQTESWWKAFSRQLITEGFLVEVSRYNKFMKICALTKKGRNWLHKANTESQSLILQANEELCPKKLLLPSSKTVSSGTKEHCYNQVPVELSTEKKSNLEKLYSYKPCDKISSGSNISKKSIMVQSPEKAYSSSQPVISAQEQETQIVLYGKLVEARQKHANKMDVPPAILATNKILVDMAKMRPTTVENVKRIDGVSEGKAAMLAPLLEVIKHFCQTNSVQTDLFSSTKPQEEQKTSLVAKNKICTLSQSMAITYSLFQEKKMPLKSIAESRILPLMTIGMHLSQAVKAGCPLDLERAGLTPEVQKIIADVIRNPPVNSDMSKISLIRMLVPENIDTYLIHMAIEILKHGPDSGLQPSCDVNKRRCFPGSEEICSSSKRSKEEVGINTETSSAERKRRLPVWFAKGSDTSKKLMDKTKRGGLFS
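Enzyme (20 nM final) and test compound sit together 15 min at room temperature before substrate addition. Substrate is a single-forked duplex oligonucleotide (100 nM) labelled with fluorophore and quencher, with 2 mM ATP; helicase unwinding raises red fluorescence, read kinetically.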
CCT chaperon mod = changes cytosolic chaperonin activity; purified chaperonin ATPase assay, HTRF ADP detection, 30 min; activity change, % (concentration not given with the values), hits read low; 0.3% of 360,000 active; AID 651819; in the data active means activity change below about -30%; further: on the % scale 0 is the no-effect control and ±100 the full control effect
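TRiC at 40 or 20 nM final (batch-dependent) in 30 mM Tris pH 7.4, 100 mM KCl, 5 mM MgCl2, 1 mM DTT, with compound at single 76 uM and 10 uM ATP, 30 min at 37 deg C. ADP detected by HTRF Transcreener, 665/615 ratio.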
PLK1 PBD inh = PLK1 (human) polo-box domain binding inhibition; P53350; Plk1 PBD binding of FITC phosphopeptide, fluorescence polarization; Potency, µM, for the others: max response, negative = inhibition, most hits filed as inhibitors; 2.8% of 360,000 active; AID 720504; further: potency means the concentration at half of the fitted maximal effect; series mostly up to about 57 µM; on the % scale 0 is the no-effect control and ±100 the full control effect; nearly all actives have a fitted effect of over 65% in size
EPAC2 ag = agonists of human EPAC2 (RAPGEF4); Q8WZA2; EPAC2 activation, biochemical qHTS; response scale: 100% = 6.5 mM cAMP response; Potency, µM (series often up to 154 µM), without a hit: at the top dose activation, actives largely listed as activators; 0.079% of 360,000 active; further: potency means the concentration at half of the fitted maximal effect; nearly all actives have a fitted effect of over 50% in size
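EPAC2 (100 nM) mixed with Rap1B loaded with BODIPY-GDP (250 nM) plus 50 uM unlabeled GDP; compounds pinned in, 5 min RT, then read every 5 min for 30 min (ex 480, em 540 nm). Normalized to cAMP control.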
EPAC1 antag = antagonists of human EPAC1; 0.14% of 360,000 active; EPAC1 GEF assay, Rap1b-BODIPY-GDP exchange fluorescence; O95398; Potency, µM (highest dose often 115 µM), for inactives: top-dose activity change, negative = inhibition, actives largely listed as inhibitors;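 further: potency means the concentration at half of the fitted maximal effect; plate controls were vehicle for no effect and positive control for full effect; nearly all actives have a fitted effect of over 50% in size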
PI5P4Ka inh = inhibitors of human PI5P4K alpha | P48426 | max response, % | 1.2% of 330,000 active | PI5P4Kalpha enzyme, ADP-Glo luminescence, 60 min; active compounds read low | AID 652105; active means max response of -50% or lower; inconclusive means between -30% and -50%; inactive means -30% or higher; further: value at the top dose of about 77 µM; on the % scale 0 is the no-effect control and ±100 the full control effect
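Controls without substrate or without enzyme flank wells where PI5P4Kalpha converts substrate using 5 microM ATP (final). Incubation lasts 60 minutes at room temperature; ADP formed is read by ADP-Glo luminescence.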
Starred values were filed as active, the others as inactive; ? = inconclusive; nt = no result given; & = joins results of further samples; [ ] = another dose, or the depositor's remark. Unless noted, the call rests on the fitted dose curve; in most records, active means well fitted curve in the direction sought with a large enough effect; inconclusive means small, poorly fitted or top-dose-only effect, or another doubt; inactive means no such curve, though single readings can be large; an effect the other way counts as inactive or inconclusive. Some of the compounds tested, so the mix of outcomes need not match the whole.

structure	IL2 activator	EPAC1 agonist	WRN helicase inh	CCT chaperon mod	PLK1 PBD inh	EPAC2 ag	EPAC1 antag	PI5P4Ka inh
CCNC(=O)n1nccc1C(C)Oc1ccc(Cl)cc1 (configuration not stated)	0.0	-2%	3%	-0.8	-1%	6%	6%	-2
OC(CN1CCCCC1)Cn1c(C(F)(F)F)nc2ccccc21 (configuration not stated)	-4.1	0%	-15%	1.2	-4%	1%	-15%	6
COc1ccc(/C=C/c2nc3sc4c(c3c(=O)o2)CCC4)cc1	14	-12%	-8%	0.4	57%[activator]	-17%	11%	-1
CCOc1ccc(C(=O)c2cc3ccc(O)cc3oc2=O)cc1	0.5	17%	-2%	0.7	0%	4%	2%	-67*
O=C(Cc1nnc(NC(=O)Nc2ccccc2)s1)Nc1ccccc1	1.3	4%	5%	0.8	4%	-1%	7%	-4
CC(C)NC(=O)CC1C(=O)NCCN1CC(c1ccccc1)c1ccccc1 (configuration not stated)	-0.9	-3%	-5%	1.1	-12%	4%	-8%	4
CCCCNS(=O)(=O)CCNCc1ccccc1OC	1.2	-16%	11%	0.8	-8%	5%	-16%	2
CCN1c2ccccc2-c2nc3ccccc3n2C1c1ccco1 (configuration not stated)	0.2	15%	-21%	0.7	2%	0%	2%	5
CCCCCCn1c(CN2CCN(C(=O)c3ccco3)CC2)nc2c1c(=O)n(C)c(=O)n2C	-3.7	-11%	11%	-1.2	-7%	-2%	3%	-7
COc1cccc(CNC(=O)Cn2c(=O)n(CCC(=O)N3CCCCC3)c(=O)c3sccc32)c1	-0.3	12%	-8%	-0.1	-12%	-1%	10%	-2
CC(C)(C)NC(=O)CN(CCN1CCOCC1)C(=O)CNS(=O)(=O)c1ccccc1	3.5	0%	2%	1.5	-3%	0%	10%	6
Cc1cc(C(F)(F)F)n2nc(-c3sccc3-n3cccc3)cc2n1	0.0	-3%	-1%	1.9	0%	2%	8%	25
Cc1cccc(C(=O)OCc2cc(=O)oc3c(C)c(C)ccc23)c1O	-1.7	-1%	-32%	-1.6	-16%	2%	-17%	-11
CCCCCCSc1cc(-c2nc3ccc(C)cn3c2NCc2ccccc2)ccc1OC	-0.7&-0.7	-22%&-9%	-11%&-1%	-1.4&0.3	3%&-3%	6%&4%	-11%&10%	8&0
Cc1cc(C)n(C(=O)c2c([N+](=O)[O-])cnn2C)n1	-2.8	-4%	-15%	2.9	-4%	5%	18%	nt
CC1CCCCC1NC(=O)COC(=O)c1ccc2c(c1Cl)C(=O)c1ccccc1C2=O (configuration not stated)	-4.2	7%	-17%	0.7	-1%	0%	-1%	-26
Cc1nc(-c2ccccc2)sc1C(=O)NN	0.3	-5%	0%	-1.9	-7%	-2%	-3%	0
CC(=O)c1nc(N2C(=O)CC(Cc3ccccc3)C2=O)sc1C (configuration not stated)	-0.5	0%	?	-2.8	-5%	0%	1%	0
CC(C)Cc1cc(C(=O)NCc2cccs2)no1	-3.2	-7%	-5%	-0.8	-1%	16%	-6%	5
O=C(N/N=C/c1ccncc1)c1ccc(NC(=O)c2ccc(Cl)cc2)cc1	-0.1	-3%	-14%	-0.1	-4%	8%	-19%	-10
COc1cc(NC(=O)CSc2ncccc2C(=O)OC(C)C)cc(OC)c1	0.0	0%	-10%	0.8	-4%	1%	6%	nt
O=C(CNC(=O)c1ccco1)N=Nc1c(O)[nH]c2ccc([N+](=O)[O-])cc12	0.0	4%	-16%	-0.8	-22%	10%	-23%	?
CCOc1ccc(CCN2C(=S)N([C@@H](Cc3ccccc3)CN3CCC[C@@H]3CN3C(=S)NC[C@@H]3CC(C)C)C[C@@H]2Cc2ccccc2)cc1	-0.7	-3%	-9%	0.4	2%	-4%	-7%	6
c1ccc(OCCn2c(-c3ccco3)nc3ccccc32)cc1	-0.4	10%	-13%	1.0	?	16%	4%	nt
Cc1ccc2nc(NC(=O)c3ccc(S(=O)(=O)N4CCCc5ccccc54)cc3)sc2c1	0.9	3%	-6%	-2.1	-6%	-2%	4%	5
Cc1ccccc1-c1nsc(SCC(=O)NCc2ccc3c(c2)OCO3)n1	-2.7	-1%	2%	-0.8	?	1%	3%	6
CCC(C)[C@H](NC(=O)NC(C)C)C(=O)O (some centres not stated)	-2.8	0%	2%	-1.1	1%	4%	9%	-4
COC(=O)c1ccccc1NC(=O)CCn1c(=O)oc2ccccc21	-1.0	9%	-3%	-1.4	2%	-5%	-1%	-2
COc1ccc(C)cc1S(=O)(=O)N(CC(=O)N1CCOCC1)Cc1ccccc1	-1.8	4%	-2%	-1.3	-8%	1%	12%	nt
CC(C)(C)NC(=O)C(c1ccc(O)cc1)N(C(=O)CCC(=O)Nc1nccs1)c1cccc(F)c1 (configuration not stated)	-0.4	0%	-1%	-1.8	3%	-1%	1%	1
Cn1c(=O)c(C(=O)CN2CCN(S(=O)(=O)c3ccccc3)CC2)c(N)n(Cc2ccccc2)c1=O	-0.5	6%	-10%	-4.3	-11%	5%	0%	-1
O=C(NNC1=NCCC1)c1ccc(Br)cc1	-0.3	8%	11%	-0.6	-13%	9%	-5%	1
COc1ccc(C2CC(=O)c3cnn(-c4nc(C)cc(C)n4)c3C2)cc1OC (configuration not stated)	0.9	-3%	?	-0.8	-8%	12%	-16%	5
CCOC(=O)c1cc(C(=O)NNC(=O)c2cccc([N+](=O)[O-])c2)c(C)nc1C	-2.6	-7%	0%	-0.6	3%	1%	16%	-2
O=C(COc1ccccc1Cl)NC(=S)Nc1ccc(CN2CCOCC2)cc1	-7.4	4%	-18%	-2.7	1%	8%	-14%	2
CC1(C)C(=O)OC(C(=O)c2ccc(C(C)(C)C)cc2)C(C)(C)C1=O (configuration not stated)	1.2	-10%	-10%	-1.3	-3%	-4%	-29%	1
CCOC(=O)CN1C(c2ccc(O)cc2)Nc2ccc(Br)cc2C1c1ccccc1 (configuration not stated)	-4.9	4%	-29%	-2.7	0%	12%	-25%	1
CCOC(=O)C1CCN(S(=O)(=O)c2cc3c(cc2C)NC(=O)CO3)CC1	-0.6	-1%	0%	-1.5	-9%	3%	-4%	9
COc1cc2c(cc1OC)-c1nnc(-c3ccco3)n1C1(CCCC1)C2	0.2	-4%	-1%	-4.1	0%	-9%	11%	0
Cc1cccc(OCC(O)CN2CCNCC2)c1 (configuration not stated)	-0.4	3%	2%	-2.3	7%	0%	-1%	1
COc1ccc(N2CCN(C(c3ccccc3)c3nnnn3C(C)(C)C)CC2)cc1 (configuration not stated)	-0.2	9%	-1%	0.5	-5%	11%	-3%	0
NNC(=O)CNC(c1ccccc1)c1cc(Br)ccc1NC(=O)c1ccc(Br)cc1 (configuration not stated)	0.4	12%	-36%[57.1 µM]	-3.3	-5%	4%	-7%	3
CC(C)c1ccccc1NC(=O)COC(=O)c1ccc(Cl)c(S(=O)(=O)N2CCCCCC2)c1	-1.8	15%	-9%	0.3	-1%	-5%	-5%	-1
CC(=O)c1cccc(-n2c(CCC(=O)O)ccc2-c2cccs2)c1	0.6	13%	?	-1.8	-26%	-1%	1%	nt
COc1ccc(Cc2nnc(SCC(=O)Nc3cc(Cl)ccc3OC)[nH]c2=O)cc1	-0.5	1%	-25%	-2.9	-10%	-6%	-29%	-1
COc1ccc(-c2cc(C(F)(F)F)n3nc(C(=O)NCc4ccco4)cc3n2)cc1OC	-0.1	-11%	-5%	0.9	-5%	-15%	-9%	2
COc1ccc(OC)c2c(C)c(C)[nH]c12	-0.2	4%	2%	-16	-2%	11%	5%	3
C[C@H](CO)N1C[C@H](C)[C@@H](CN(C)Cc2ccc3c(c2)OCO3)Oc2c(NC(=O)C3CC3)cccc2C1=O	-2.2	-7%	1%	0.3	-16%	2%	-5%	6
CCCNC(=O)Cc1ccsc1	0.5	0%	14%	0.2	-7%	0%	0%	nt
Cc1cccc(C)c1NC(=O)NC1(C(=O)N2CCCCC2)CCCCC1	2.4	-1%	1%	-4.2	0%	-1%	9%	3
COC(=O)Nc1nn(-c2ccc(C)cc2)c(=O)c(C#N)c1C	-3.6	-2%	-2%	-0.1	-12%	-1%	-20%	4
Cc1cc(C(=O)Nc2ncn[nH]2)ccc1[N+](=O)[O-]	0.2	-8%	4%	-1.3	1%	-1%	1%	0
O=C(CCN1C(=O)C2CC=CCC2C1=O)Nc1ccccc1Cl (configuration not stated)	-2.7	-17%	6%	-0.6	-4%	2%	1%	-6
COc1cc(C(=O)NC2CCCC(C)C2C)ccc1OCC(=O)N1CCOCC1 (configuration not stated)	-0.7	2%	7%	-0.3	5%	3%	-9%	0
N#Cc1c(NCCO)ccc([N+](=O)[O-])c1NCCO	0.4	-1%	11%	2.2	2%	7%	3%	-4
O=C(O)CCNC(=O)/C(=C/C=C/c1ccccc1)NC(=O)c1ccccc1	0.9	8%	-6%	-4.6	-4%	7%	-1%	1
Cc1ccc(OCc2n[nH]c(=S)n2-c2ccc(C)cc2)cc1	-0.7	10%	-8%	0.2	-16%	8%	-17%	2
C[C@@H](NC(=O)c1ncn2c1c(=O)[nH]c1ccc(Br)cc12)c1ccccc1	1.2	19%	-15%	1.1	-19%	-5%	2%	-3
Cc1nnsc1SCCNC(=O)Nc1ccc(Cl)cc1	-0.2	8%	1%	-3.8	-7%	3%	?	9
O=C(NNS(=O)(=O)c1ccccc1)c1ccc(F)cc1	4.2	1%	-31%	0.1	-8%	0%	6%	-3
Cc1ncc(C[n+]2csc(CCOC(=O)CC3C4CC5CC(C4)CC3C5)c2C)c(N)n1 (configuration not stated)	-0.8	2%	4%	-1.4	-19%	2%	5%	3

3 compounds out of the list above, arranged by the value under IL2 activator, largest number first:
smiles	IL2 activator
Cc1cccc(C)c1NC(=O)NC1(C(=O)N2CCCCC2)CCCCC1	2.4
Cc1cc(C(F)(F)F)n2nc(-c3sccc3-n3cccc3)cc2n1	0.0
Cc1cccc(C(=O)OCc2cc(=O)oc3c(C)c(C)ccc23)c1O	-1.7
